# Screening data from PubChem BioAssay.
# Yfh1-depleted yeast: enhancers of respiration in Yfh1-depleted yeast, dose response, Friedreich's ataxia, plus single-dose screen (AID 1465); S. cerevisiae Yfh1-off respiration, WST-1 reduction, 72 h; higher fold induction means a stronger effect; fold induction at 50 µM, or EC50 in µM where a hit was titrated; 0.074% of 220,000 active;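 active = fold induction of absorbance versus untreated yeast above a set limit, then at least 30% activation at any dose in follow-up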;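 note: activators that raise dye reduction in frataxin-depleted yeast; strong numbers were not always called active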
# bCat nuc transl: alters nuclear translocation of beta-catenin in HeLa cells. AID 1665. nuclear translocation activity, % at 5 µM. immunofluorescence imaging. 0.3% of 190,000 active;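 active = nuclear translocation activity above 50% at 5 µM, with a well cell count of 50 or more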;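 note: per-cell ratio of nuclear to cytoplasmic median beta-catenin stain intensity; plate controls were DMSO negative control for no effect and GSK-3 inhibitor IX positive control for full effect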
#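 Test system: HeLa cells, endogenous beta-catenin; Compound: single 5 µM dose plus 0.02–20 µM confirmation series; Times: compound exposure 24 h at 37°C; Signal: fluorescence imaging of beta-catenin antibody stain plus DAPI; Read-out: % activation, nuclear-to-cytoplasmic median beta-catenin signal ratio per cell.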
# P. falciparum M17LAP: P. falciparum M17LAP inhibitors, primary screen, biochemical, fluorogenic H-Leu-NHMec substrate, 1536-well (AID 1619). recombinant M17LAP, H-Leu-NHMec fluorogenic kinetic assay; higher % means a stronger effect. one-dose inhibition, % at 30 µM; IC50 in µM for titrated hits. 0.38% of 220,000 active;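 active = compound inhibiting the enzyme by more than half at any dose during confirmatory dose-response retesting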;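 note: plate controls were full reaction with DMSO carrier for no effect and no enzyme background for full effect; strong numbers were not always called active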
# MT stabilize HCS: microtubule stabilization, imaging screen | 0.83% of 200,000 active | % tubulin-high responders, % at 10 µM | AID 2205 | HeLa tubulin immunostaining HCS, 24 h; share of cells brighter than vehicle mean+2SD;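 active = plate Z-score above 3 for both tubulin-high and condensed-nucleus cell shares, with cell loss under 80%, at 10 µM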;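 note: anti alpha tubulin signal scored within the nucleus-defined area of each cell; some results filed as inactive read as strong as hits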
# Dynein cargo inh: dynein cargo transport inhibition; 3617.4 mouse cells, GR-EGFP nuclear translocation imaging; test concentration mostly 20 µM; stimulated with dexamethasone, 1 µM; stronger effect = lower value; z-score, hits read low; 0.47% of 220,000 active; AID 1381;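 active = plate z-score of nuclear minus cytoplasmic receptor signal below a set negative limit, without overly bright fluorescence or cell loss, cut at about -3.5 in these data, passing the limit was not always enough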;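 note: z-score of nuclear minus cytoplasmic ring GR-EGFP intensity difference per well; some compounds called inactive have numbers as strong as hits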
#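 Buffer or medium – tet-free medium with charcoal-stripped serum · Signal – automated 10x imaging of fixed Hoechst-stained cells · Also added – dexamethasone agonist, 1.0 µM final, for 30 min · Incubation – induction 48 h, compound 1 h, agonist 30 min · Read-out – GR-EGFP nuclear translocation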
# Autophagy HCS: alters autophagy in cells | 0.98% of 190,000 active | MEF GFP-LC3 puncta imaging; test concentration mostly 10 µM | calls only at 10 µM (by protocol) | AID 463193;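 active = percentage of spot-positive cells more than 3 SD above its plate mean, without a fluorescence outlier flag or 80% toxicity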;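 note: spot-positive cell cutoff set from DMSO-treated cells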
# T cell HTS: T cell immune modulation candidate | 0.068% of 330,000 active | 2C CD8+ T cell-vesicle binding, flow cytometry; stronger effect = lower value | calls only at 7 µM;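 active = response, share of CD8 T cells binding vesicles, and their 90th percentile fluorescence all below set limits, cut at about 80% in these data, passing the limit was not always enough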
#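 Material: murine 2C transgenic CD8+ T lymphocytes / Also added: QL9-peptide-loaded Drosophila micro-vesicles bearing Ld, ICAM-1 and B7-1 / Schedule: binding step 1.5 h, 37 °C, antibody labelling 20 min, ice / Signal: flow cytometry, PE anti-B7-1 (FL2) versus Alexa647 anti-CD8 (FL8), PFA-fixed / Evaluation: percent CD8+ FL2 mean versus row control / Benchmarks: naked versus QL9-loaded vesicles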
# WT yeast gro inh: growth inhibition of WT yeast, mitochondrial fusion screen; 2.1% of 190,000 active; inhibition, % at 10 µM; mitochondrial fusion phenotypic screen, WT strain; in the data active = inhibition above about 58%; tested in S. cerevisiae
# P. falciparum M1AAP: P. falciparum M1AAP inhibitors, biochemical, fluorogenic H-Leu-NHMec substrate, 1536-well (AID 1445). 0.42% of 220,000 active. recombinant M1AAP, H-Leu-NHMec fluorogenic kinetic assay; higher % means a stronger effect. one-dose inhibition, % at 30 µM; IC50 in µM for titrated hits;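 active = primary inhibition above the hit cutoff, then over 50% inhibition at one or more dose response concentrations, cut at about 23% in these data, passing the limit was not always enough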;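 note: plate controls were DMSO full reaction for no effect and no enzyme background for full effect; strong numbers were not always called active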
# WT yeast gro inh mutant strain: further read-out of WT yeast gro inh, marked with its call; inhibition, %; mitochondrial fusion phenotypic screen, mutant strain inhibition
# Dynein cargo inh cytoplasmic EGFP: second read-out of Dynein cargo inh, no call of its own (marks repeat the call); z-score; measured here: cytoplasmic GR-EGFP intensity; stronger effect = higher value
# Dynein cargo inh nuclear GR-EGFP: further read-out of Dynein cargo inh, marked with its call; z-score; measured here: nuclear GR-EGFP intensity;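 lower value marks the stronger effect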
# Dynein cargo inh cell count: second read-out of Dynein cargo inh, no call of its own (marks repeat the call); z-score; measured here: cell count per field
# bCat nuc transl cell count 5 µM: further read-out of bCat nuc transl, marked with its call; cell count; measured here: cell count, cytotoxicity flag
# T cell HTS vesicle-bound %: recorded beside T cell HTS, whose call it bears; double positive events, %; measured here: CD8+ vesicle-bound cell fraction;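 binding gate set so that unloaded-vesicle control wells show 10% double positive cells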
# MT stabilize HCS Hoechst-high %: further read-out of MT stabilize HCS, marked with its call; % Hoechst-high responders; measured here: nuclear condensation Hoechst responders;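 share of cells brighter than vehicle mean plus two SD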
# MT stabilize HCS cytotoxicity %: also measured in MT stabilize HCS; calls as there; toxicity, %; measured here: cytotoxicity by cell density;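 0% = mean cell density of plate MIN control wells and 100% = no cells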
# Autophagy HCS cell loss 18 h: further read-out of Autophagy HCS, marked with its call; toxicity, %; measured here: cell loss, nuclei count;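 cell loss after 18 h compound exposure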
# An asterisk follows results filed as active; i = inactive; x = not tested or not shown.
SMILES,Yfh1-depleted yeast,bCat nuc transl,bCat nuc transl cell count 5 µM,P. falciparum M17LAP,MT stabilize HCS,MT stabilize HCS Hoechst-high %,MT stabilize HCS cytotoxicity %,Dynein cargo inh,Dynein cargo inh cytoplasmic EGFP,Dynein cargo inh nuclear GR-EGFP,Dynein cargo inh cell count,Autophagy HCS,Autophagy HCS cell loss 18 h,T cell HTS,T cell HTS vesicle-bound %,WT yeast gro inh,WT yeast gro inh mutant strain,P. falciparum M1AAP
Cc1csc(NC(=O)CCNS(=O)(=O)c2ccc3c(c2)c(=O)n(C)c(=O)n3C)n1,i,0.9,1321,-4%,3.4,2.9,8.2,-1.5,2.7,-0.2,0.092,i,-9,i,14,12,3,-17%
CCOc1ccc(C(=O)N/N=C/c2cc([N+](=O)[O-])cs2)cc1,i,-0.2,1113,-7%,2.7,2.0,5.5,-0.1,-0.25,-0.0057,0.51,i,11,i,12,-21,-18,0%
C=CCN(C(=O)CNC(=O)c1ccco1)C(C(=O)NC1CCCCC1)c1ccc(OC)cc1OC (stereo unspecified),i,-2.2,1010,11%,6.3,2.7,3.9,-0.16,-0.2,0.18,0.12,i,-2,i,48,37,8,6%
COc1cc(NC(=O)/C=C/c2ccccc2)c(C(=O)O)cc1OC,i,0.9,1361,27%,x,x,x,0.065,-0.2,0.017,-0.033,x,x,i,49,x,x,11%
COc1ccc(S(=O)(=O)N(CCN2CCOCC2)Cc2cc(OC)ccc2OC)cc1,i,x,x,9%,2.2,1.7,4.6,-0.95,-0.28,-0.33,0.37,i,5,i,27,-9,-10,11%
Cc1ccc(NC(=O)CCNC(=O)c2ccco2)cc1F,i,-2.2,1117,-5%,3.0,4.2,8.4,0.89,0.0092,1,-2.6,i,-4,i,35,-7,3,6%
CS(=O)(=O)N1CCc2cc(S(=O)(=O)N3CCCCC3)ccc21,i,0.3,1087,-9%,1.8,2.6,0.9,-0.15,-0.2,-0.14,0.069,i,8,i,32,-41,-11,6%
CC(C)CCN1CCN(CCCn2cccn2)CC1CCO (stereo unspecified),i,3.7,958,2%,2.6,2.3,3.7,2.1,-0.18,0.83,-1.4,i,25,i,25,9,8,-10%
CN(C)c1ccc(N/C(N)=N/c2nc(C(F)(F)F)cc(C(F)(F)F)n2)cc1,i,2.4,1104,7%,3.1,2.3,8.0,-0.42,-0.29,-0.25,0.7,i,4,i,56,0,5,13%
COc1ccc(CNC(=O)Cn2cnc3c(=O)n(C)c(=O)n(C)c32)cc1,i,x,x,-10%,4.0,2.0,2.7,-0.29,-0.022,-0.082,0.44,i,-8,i,45,0,3,7%
CC(=O)n1cc(Nc2ccc([N+](=O)[O-])cc2)c2ccccc21,i,-2.3,1039,-12%,3.1,1.3,17,0.077,-0.26,0.36,0.28,i,7,i,42,-3,-2,4%
CCCOc1ccc(N2C(=O)CC(SCc3nc4ccccc4[nH]3)C2=O)cc1 (stereo unspecified),i,-0.7,1007,9%,0.5,0.2,2.0,1.3,-0.45,0.93,2.3,i,12,i,57,7,-9,-11%
Cc1cccc(NC(=O)c2cn(-c3ccccc3)nc2-c2ccccc2)c1,i,-1.7,946,24%,5.8,4.2,4.7,-0.25,-0.22,-0.13,0.16,i,-10,i,48,-9,3,4%
CCCOc1ccc(CNC(=O)Cn2c(=O)oc3ccccc32)cc1,i,-1.4,1056,14%,6.0,2.0,3.9,0.012,-0.28,0.0054,0.21,x,x,i,44,9,13,-1%
CC1=CC2=NC(=O)/C(=C/c3coc4ccccc4c3=O)C(=N)N2O1,i,0.0,1309,4%,x,x,x,0.35,-0.098,-0.051,-1,x,x,i,47,x,x,8%
O=C(Nc1ccc2nc(-c3ccccc3)oc2c1)c1ccco1,i,-2.0,1182,-16%,3.7,1.8,2.4,0.16,-0.26,-0.14,0.5,i,13,i,41,50,2,8%
O=C(CSc1nnc(CNc2ccccc2)o1)N1CCCc2ccccc21,x,x,x,-9%,1.6,1.6,7.0,-0.69,-0.17,-0.33,0.57,i,-24,i,25,2,-11,7%
COc1ccc(N2C(=O)[C@@H]3[C@H](C2=O)[C@H](C(=O)c2ccc(OC(C)=O)cc2)N2N=CC=C[C@@H]32)cc1,i,-0.2,995,8%,2.9,1.7,5.4,0.27,0.0085,0.28,0.25,i,-5,i,8,3,17,1%
COC(=O)[C@H](Cc1ccccc1)NC(=O)NCc1ccccc1OC,i,-5.4,1232,2%,1.7,1.3,1.1,2.6,0.51,2.3,-2.6,i,23,i,16,-10,3,5%
Cc1ccc(NC(=O)c2cccs2)cc1,i,x,x,5%,4.0,3.4,2.1,0.029,-0.14,-0.15,-0.12,i,13,i,8,8,14,3%
CN1CCN(NC(=O)CC(C)(C)C)CC1,i,-4.0,986,2%,6.6,1.9,6.4,0.13,-0.3,0.76,-0.56,i,3,i,52,1,6,3%
COC1=CC(=O)OC12CCCCC2,i,-3.4,1235,4%,1.3,3.7,10,-0.59,-0.21,0.22,0.85,i,3,i,25,-1,-7,17%
CC(=O)C1C(c2ccc3ncccc3c2)NC(=O)NC1(O)C(F)(F)F (stereo unspecified),i,1.6,932,14%,2.9,2.7,6.9,-0.86,-0.22,-0.47,0.53,i,-5,i,11,-2,6,8%
CCC(=O)NC(=S)Nc1ccc(NC(=S)NC(=O)c2ccc(C)cc2)cc1,i,-2.0,1077,-5%,2.1,1.7,4.1,0.59,-0.34,0.097,0.74,i,3,i,56,-2,-17,0%
CC(Oc1ccc(Cl)cc1Cl)C(=O)/C=C/N(C)C (stereo unspecified),i,x,x,24%,3.1,2.0,7.9,-0.86,-0.09,-0.91,0.31,i,-7,i,14,9,-2,-1%
COc1ccc(O)c(C(=O)c2cnn(C(=O)c3cc(C)oc3C)c2)c1,i,x,x,17%,2.8,1.4,6.1,-0.31,-0.21,0.07,0.58,i,12,i,50,10,5,14%
CCC(=O)Oc1ccc(C(=O)Nc2ccc3c(c2)OCO3)cc1,i,1.9,1416,-1%,3.5,1.9,5.4,-1.2,-0.36,-0.063,0.71,i,2,i,53,18,19,4%
COc1cccc(NC(=O)N2CCCC2C(=O)NCC(C)C)c1 (stereo unspecified),i,-5.5,926,9%,2.9,2.5,8.2,-0.46,0.26,-0.065,-0.39,i,13,i,63,-11,-10,8%
